Assay outcomes deposited in PubChem BioAssay by National Center for Advancing Translational Sciences (NCATS).
RXFP1 agonist: qHTS Assay for Agonists of the Relaxin Receptor RXFP1; Relaxin receptor 1 (Homo sapiens), Q9HBX9; hit rate 0.3% among 370,000; HEK293T-RXFP1 cAMP TR-FRET, 30 min; response scale: percent of porcine relaxin response, buffer zero; AID 2676, 2010; Potency, µM (doses to about 57.5 µM), for inactives: at the top dose activation, actives largely listed as activators; note: potency is the fitted concentration of half-maximal effect; % is set by controls: 0 for no effect and ±100 for the full control effect; nearly all actives have a fitted effect of over 60% in size; many of its hits are not listed in these tables
Target sequence (Q9HBX9 whole entry, looked up): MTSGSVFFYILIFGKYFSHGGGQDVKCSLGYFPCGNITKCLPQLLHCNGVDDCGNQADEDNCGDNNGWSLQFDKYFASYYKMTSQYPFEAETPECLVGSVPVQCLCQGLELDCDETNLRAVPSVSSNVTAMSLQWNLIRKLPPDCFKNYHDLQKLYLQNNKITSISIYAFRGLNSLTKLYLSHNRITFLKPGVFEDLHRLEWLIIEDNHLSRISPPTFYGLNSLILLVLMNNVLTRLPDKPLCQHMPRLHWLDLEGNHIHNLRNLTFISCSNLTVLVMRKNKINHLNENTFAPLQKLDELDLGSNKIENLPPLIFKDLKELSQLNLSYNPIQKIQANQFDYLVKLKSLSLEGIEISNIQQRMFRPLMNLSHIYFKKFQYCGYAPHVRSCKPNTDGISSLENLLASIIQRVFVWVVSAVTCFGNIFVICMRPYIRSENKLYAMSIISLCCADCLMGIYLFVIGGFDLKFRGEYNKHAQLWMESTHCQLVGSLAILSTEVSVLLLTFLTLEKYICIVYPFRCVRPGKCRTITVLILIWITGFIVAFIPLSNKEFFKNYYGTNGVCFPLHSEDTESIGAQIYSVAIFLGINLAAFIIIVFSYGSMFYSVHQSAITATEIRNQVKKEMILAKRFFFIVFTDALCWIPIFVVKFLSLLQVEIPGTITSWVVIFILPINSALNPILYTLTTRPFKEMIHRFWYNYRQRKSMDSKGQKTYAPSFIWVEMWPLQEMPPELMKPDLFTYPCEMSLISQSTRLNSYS
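cAMP rise read by TR-FRET after 30 min, 37C compound exposure (up to 58 uM) in RXFP1-transfected HEK293 cells with Ro 20174 present. EC50 from Hill-equation fits, with 29 nM porcine relaxin as 100% and buffer as basal.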
Vif-A3G inh: qHTS for Inhibitors of Vif-A3G Interactions: qHTS; DNA dC->dU-editing enzyme APOBEC-3G (Homo sapiens), Q9HC16; HeLa A3G-eYFP + Vif (tagged APOBEC3G with the HIV-1 protein that degrades it), YFP fluorescence, overnight; Potency, µM (highest dose often 46.1 µM), for the others: at the highest dose activity, negative = active, actives largely listed as inhibitors; hit rate 0.076% among 410,000;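 note: potency is the fitted concentration of half-maximal effect; % is set by controls: 0 for no effect and ±100 for the full control effect; nearly all actives have a fitted effect of over 60% in size; hits raise eYFP signal because A3G escapes Vif-driven loss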
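HeLa cells stably expressing Vif and C-terminally eYFP-tagged A3G, seeded overnight at 37 deg C, then exposed to compound by pintool overnight at 37 deg C. Rise in yellow fluorescence (Ex 488/Em 500-530, Acumen) marks blocked Vif-driven A3G degradation.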
RXFP1 antag: qHTS Assay for Antagonists of the Relaxin Receptor RXFP1. hit rate 0.59% among 350,000. Relaxin receptor 1 (Homo sapiens), Q9HBX9. HEK293-RXFP1, relaxin-stimulated cAMP HTRF, 30 min; active compounds read low. AID 1259400, 2018. activity change, negative = inhibition, % at 57.5 µM;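 active = activity change of -60% or lower, but not beyond a set lower limit; inconclusive = change between -60% and -40%, or beyond the set limit; inactive = change above -40%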; note: % is set by controls: 0 for no effect and ±100 for the full control effect
D2 potentiator: HTS Assay for Positive Allosteric Modulators of the Human D2 Dopamine Receptor: Primary Screen for Potentiators; HEK293 T-REx D2, calcium flux, EC20 dopamine potentiation; D(2) dopamine receptor (Homo sapiens), P14416; potentiation, % at 10 µM; hit rate 0.34% among 340,000;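 active = potentiation over 3 SD above the plate norm, cut at about 30% in these data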; note: 0% is about no effect
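Tetracycline-induced Hek293 Trex D2 cells, force-coupled to calcium, loaded with no-wash calcium dye. Compound added with 180 s kinetic read for agonism, then EC20 dopamine and a further 180 s read for potentiation.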
D1 antagonist: Antagonist of Human D 1 Dopamine Receptor: qHTS; D(1A) dopamine receptor (Homo sapiens), P21728; HEK293 TREx D1 cells, calcium flux, dopamine EC80; active compounds read low; activity change, negative = inhibition, % at 10 µM; hit rate 3.2% among 360,000; in the data active = activity change below about -30%; note: % is set by controls: 0 for no effect and ±100 for the full control effect
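Calcium flux readout: force-coupled, inducible Hek293 Trex D1 line, cells induced overnight at 30 C with tetracycline, dye-loaded 30–90 min at RT. Antagonism scored against EC80 dopamine challenge given 180 s after compound.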
D1 ag: Allosteric Agonists of the Human D1 Dopamine Receptor: qHTS. D(1A) dopamine receptor (Homo sapiens), P21728. HEK293 T-REx D1 cells, calcium flux, agonist mode. activation, % at 2 µM. hit rate 1% among 360,000. AID 504660, 2011; in the data active = activation above about 30%; note: 0% is about no effect
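Agonism was scored from calcium flux recorded over 180 s (1 read/s) after pintool compound addition, following a 10-cycle baseline. Cells were inducible force-coupled HEK293 TREx D1, plated overnight at 30 C and loaded with no-wash calcium dye.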
GRP78 ERSR act: qHTS for Inducers of the Endoplasmic Reticulum Stress Response (ERSR) in Human Glioma: qHTS; U87-MG GRP78 promoter luciferase reporter, 16 h; Potency, µM, inactives show at the highest dose activation, actives largely listed as activators; hit rate 0.02% among 420,000; AID 602332, 2012; note: potency is the fitted concentration of half-maximal effect; series mostly up to about 76 µM; % of control where 0% means no effect; nearly all actives have a fitted effect of over 35% in size
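ERSR induction read as luciferase luminescence (Bright-Glo, 10 min at room temperature) in stably transfected human U87-MG glioma cells exposed to compounds for 16 h, using GRP78 as sensor.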
D1 potentiator: Potentiators of Human D1 Dopamine Receptor: qHTS; D(1A) dopamine receptor (Homo sapiens), P21728; HEK293 TREx D1 cells, calcium flux, dopamine EC20 potentiation; potentiation, % at 10 µM; hit rate 0.036% among 360,000; in the data active = potentiation above about 30%; note: 0% is about no effect
Vif-A3F inh: qHTS for Inhibitors of Vif-A3F Interactions: qHTS; HeLa A3F-eYFP + Vif (tagged APOBEC3F with the HIV-1 protein that degrades it), YFP fluorescence increase; Potency, µM (top dose mostly 46.1 µM), for inactives: at the highest dose activity, negative = active; hit rate 0.2% among 390,000; AID 602313, 2012; note: potency is the fitted concentration of half-maximal effect; % of control where 0% means no effect; nearly all actives have a fitted effect of over 65% in size
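Fluorescence increase (Ex 488/Em 500-530) after overnight compound treatment at 37 deg C flags inhibition of Vif-driven A3F-eYFP loss in stable HeLa A3F-eYFP/Vif cells seeded overnight beforehand.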
* hit, by the source's call. Unless noted, calls come from the whole dose curve; as a rule, active = well fitted curve in the direction sought with a large enough effect; inconclusive = small, poorly fitted or top-dose-only effect, or another doubt; inactive = no such curve, though single readings can be large; an effect the other way counts as inactive or inconclusive. This is a subset; count on the stated rates, not on these rows.

Results for Cn1ncc2c(Nc3ccc(Cl)c(Cl)c3)ncnc21 ?
RXFP1 agonist: 0.7%; Vif-A3G inh: -8%; RXFP1 antag: 9; D2 potentiator: 9; D1 antagonist: -10; D1 ag: 7; GRP78 ERSR act: 4%; D1 potentiator: -7; Vif-A3F inh: -9%

Results for Fc1ccc(-n2c(Cc3ccccc3)nnc2SCc2nc(-c3cccs3)no2)cc1 ?
RXFP1 agonist: 1.8%; Vif-A3G inh: 0%; RXFP1 antag: -2; D2 potentiator: -2; D1 antagonist: -12; D1 ag: 19; GRP78 ERSR act: -3%; D1 potentiator: -7; Vif-A3F inh: 2%

How did CC(C)(C)N(Cc1ccccc1)C(=O)c1ccncc1 do in these assays?
RXFP1 agonist: 0.5%; Vif-A3G inh: 3%; RXFP1 antag: -7; D2 potentiator: 2; D1 antagonist: 1; D1 ag: 0; GRP78 ERSR act: -1%; D1 potentiator: -6; Vif-A3F inh: 3%

Results for CCOC(=O)C(NC(=O)c1ccccc1)C(C)(C)SCc1ccccc1 (configuration not stated) ?
Vif-A3G inh: -3%; RXFP1 antag: -29; GRP78 ERSR act: -5%; Vif-A3F inh: -14%

What do the screens show for `CCN1C(=O)/C(=C/N2CCc3ccccc3C2)SC1=S`?
RXFP1 agonist: 0.0%; Vif-A3G inh: -5%; RXFP1 antag: -12; D2 potentiator: 2; D1 antagonist: 0; D1 ag: 5; GRP78 ERSR act: 9%; D1 potentiator: -1; Vif-A3F inh: inconclusive

Results for O=C(CSc1nccn1Cc1ccc(Cl)cc1)Nc1ccc2c(c1)OCO2 ?
RXFP1 agonist: 5.0%; Vif-A3G inh: 6%; RXFP1 antag: 16; D2 potentiator: 1; D1 antagonist: -20; D1 ag: 2; GRP78 ERSR act: 0%; D1 potentiator: -4; Vif-A3F inh: 0%

How did CN(Cc1cnn(-c2ccccc2)c1)C(=O)c1cccc(S(=O)(=O)N(C)c2ccccc2)c1 do in these assays?
Vif-A3G inh: 1%; RXFP1 antag: -4; GRP78 ERSR act: 0%; Vif-A3F inh: -5%

How did CCc1ccc2oc(-c3cccc(NC(=O)COc4ccccc4Cl)c3)nc2c1 do in these assays?
RXFP1 agonist: 18%; Vif-A3G inh: -9%; RXFP1 antag: -5; D2 potentiator: -4; D1 antagonist: 8; D1 ag: -1; GRP78 ERSR act: -3%; D1 potentiator: -3; Vif-A3F inh: inconclusive

What do the screens show for `COc1ccc(CCNC(=O)COc2ncnc3cc([N+](=O)[O-])ccc23)cc1`?
RXFP1 agonist: 2.7%; Vif-A3G inh: -4%; RXFP1 antag: 4; D2 potentiator: -7; D1 antagonist: 0; D1 ag: 5; GRP78 ERSR act: 0%; D1 potentiator: -1; Vif-A3F inh: 1%

Results for CCC(C)NC(=O)Cn1c(=O)ccc2cc(S(=O)(=O)N3CCCC3)ccc21 (configuration not stated) ?
RXFP1 agonist: -0.5%; Vif-A3G inh: -1%; D2 potentiator: -5; D1 antagonist: 23; D1 ag: 3; GRP78 ERSR act: 0%; D1 potentiator: -3; Vif-A3F inh: -2%

Results for O=C(Nc1ccc(S(=O)(=O)N2CCCCC2)cc1)c1ccc(CN2CCc3ccccc3C2)cc1 ?
RXFP1 agonist: -0.2%; Vif-A3G inh: -1%; RXFP1 antag: -36; D1 antagonist: 7; D1 ag: 22; GRP78 ERSR act: -3%; D1 potentiator: -5; Vif-A3F inh: -10%

Results for CC(=O)Nc1cc(-c2ccccc2)nn1Cc1ccc(Cl)cc1 ?
RXFP1 agonist: 2.0%; Vif-A3G inh: 0%; RXFP1 antag: -14; D2 potentiator: -21; D1 antagonist: -11; D1 ag: 0; GRP78 ERSR act: -3%; D1 potentiator: 1; Vif-A3F inh: 3%

Results for Nc1nc(NCCCN2CCOCC2)nc(Nc2ccccc2)c1[N+](=O)[O-] ?
RXFP1 agonist: 3.5%; Vif-A3G inh: 0%; D2 potentiator: -1; D1 antagonist: 8; D1 ag: 5; GRP78 ERSR act: -1%; D1 potentiator: -4; Vif-A3F inh: -7%

Results for COC(=O)C1=C(C)NC(=O)NC1c1ccc(N2CCC(c3ccccc3)=N2)cc1 (configuration not stated) ?
RXFP1 agonist: 22%; Vif-A3G inh: -6%; RXFP1 antag: -9; D2 potentiator: 16; D1 antagonist: -18; D1 ag: 2; GRP78 ERSR act: -1%; D1 potentiator: -5; Vif-A3F inh: -10%

How did O=C(NCc1ccc(Cl)cc1)NC1COc2ccccc2C1 (configuration not stated) do in these assays?
RXFP1 agonist: 0.1%; Vif-A3G inh: 3%; RXFP1 antag: -9; D2 potentiator: 10; D1 antagonist: -10; D1 ag: 5; GRP78 ERSR act: 0%; D1 potentiator: -2; Vif-A3F inh: 8%

How did Cc1ccc2nc(SCC(=O)NC3CCCC3)[nH]c2c1 do in these assays?
RXFP1 agonist: 2.9%; Vif-A3G inh: 2%; RXFP1 antag: -5; D1 antagonist: 2; D1 ag: -1; GRP78 ERSR act: 0%; D1 potentiator: -2; Vif-A3F inh: -8%

How did CCOCCCN(C(=O)c1snc(C(N)=O)c1N)C(C(=O)NC1CCCC1)c1ccc(O)c(OC)c1 (configuration not stated) do in these assays?
RXFP1 agonist: -0.5%; Vif-A3G inh: -2%; RXFP1 antag: -14; D2 potentiator: 0; D1 antagonist: 0; D1 ag: 8; GRP78 ERSR act: -3%; Vif-A3F inh: inconclusive

How did COc1ccc(N2C(=O)CSC2c2ccc3c(c2)OCO3)c(OC)c1 (configuration not stated) do in these assays?
RXFP1 agonist: -0.3%; Vif-A3G inh: -13%; RXFP1 antag: 20; D1 antagonist: 19; D1 ag: 1; GRP78 ERSR act: -3%; D1 potentiator: -3; Vif-A3F inh: -4%

How did O=C(NCc1ccc2c(c1)OCO2)C(=O)NCC1OCCN1S(=O)(=O)c1ccccc1 (configuration not stated) do in these assays?
Vif-A3G inh: -7%; RXFP1 antag: -3; GRP78 ERSR act: -5%; Vif-A3F inh: 8%

How did COc1ccc(O)c(CN2CCN(CCCc3ccccc3)C(CCO)C2)c1 (configuration not stated) do in these assays?
RXFP1 agonist: 2.4%; Vif-A3G inh: -7%; RXFP1 antag: -8; D2 potentiator: -20; D1 antagonist: 16; D1 ag: 2; GRP78 ERSR act: -7%; D1 potentiator: -3; Vif-A3F inh: -1%

What do the screens show for `COCCCNC(=O)CCc1ccc(S(=O)(=O)Nc2ccc(C)cc2)cc1`?
RXFP1 agonist: -0.1%; Vif-A3G inh: 2%; RXFP1 antag: -13; D2 potentiator: 15; D1 antagonist: -19; D1 ag: 0; GRP78 ERSR act: -1%; D1 potentiator: -2; Vif-A3F inh: -9%

How did O=C(NCC1CCCO1)c1ccc2c3n(nc2c1)-c1ccccc1CO3 (configuration not stated) do in these assays?
RXFP1 agonist: -1.1%; Vif-A3G inh: -1%; D2 potentiator: -4; D1 antagonist: 3; D1 ag: 0; GRP78 ERSR act: -5%; D1 potentiator: -1; Vif-A3F inh: -1%

What do the screens show for `COc1cccc(-n2c(=O)c3sccc3n(CC(=O)NC3CCCCC3)c2=O)c1`?
RXFP1 agonist: -0.4%; Vif-A3G inh: 1%; RXFP1 antag: 12; D2 potentiator: 1; D1 antagonist: 10; D1 ag: 1; GRP78 ERSR act: -2%; D1 potentiator: -2; Vif-A3F inh: 15%

Results for N#C/C(=C\c1ccc(-c2cc(Cl)ccc2Cl)o1)C(=O)Nc1ccccc1C(=O)O ?
RXFP1 agonist: 0.1%; Vif-A3G inh: 2%; D2 potentiator: -4; D1 antagonist: 1; D1 ag: 1; GRP78 ERSR act: 2%; D1 potentiator: -1; Vif-A3F inh: -4%

Results for C=CCn1c(SCc2nc3ccccc3c(=O)[nH]2)nc2sc3c(c2c1=O)CCCC3 ?
RXFP1 agonist: 1.9%; Vif-A3G inh: 2%; RXFP1 antag: -9; D2 potentiator: 0; D1 antagonist: 11; D1 ag: 4; GRP78 ERSR act: 2%; D1 potentiator: -11; Vif-A3F inh: 4%

What do the screens show for `COc1cccc(CNc2sc3c(c2C(=O)Nc2ccc(OC)cc2OC)CCC3)c1`?
RXFP1 agonist: 1.9%; Vif-A3G inh: -2%; RXFP1 antag: -37; D2 potentiator: 4; D1 antagonist: 4; D1 ag: 1; GRP78 ERSR act: inconclusive; D1 potentiator: 3; Vif-A3F inh: 2%

Nothing new here: an excerpt of the list.
Results for N#C/C(=C\c1ccc(-c2cc(Cl)ccc2Cl)o1)C(=O)Nc1ccccc1C(=O)O ?
RXFP1 agonist: 0.1%; Vif-A3G inh: 2%; D2 potentiator: -4; D1 antagonist: 1; D1 ag: 1; GRP78 ERSR act: 2%; D1 potentiator: -1; Vif-A3F inh: -4%

Results for C=CCn1c(SCc2nc3ccccc3c(=O)[nH]2)nc2sc3c(c2c1=O)CCCC3 ?
RXFP1 agonist: 1.9%; Vif-A3G inh: 2%; RXFP1 antag: -9; D2 potentiator: 0; D1 antagonist: 11; D1 ag: 4; GRP78 ERSR act: 2%; D1 potentiator: -11; Vif-A3F inh: 4%

What do the screens show for `COc1cccc(CNc2sc3c(c2C(=O)Nc2ccc(OC)cc2OC)CCC3)c1`?
RXFP1 agonist: 1.9%; Vif-A3G inh: -2%; RXFP1 antag: -37; D2 potentiator: 4; D1 antagonist: 4; D1 ag: 1; GRP78 ERSR act: inconclusive; D1 potentiator: 3; Vif-A3F inh: 2%
